Screening data: PubChem, several laboratories
FadD28 binding: blocks FadD28 binding to the bisubstrate probe; fluorescence polarization; inhibition, % at 12.5 µM; 360,000 compounds, 0.22% hits; AID 588549; in the data active means inhibition above about 8.5%, passing the limit was not always enough; inconclusive means no clear call, values can overlap the other calls
BoNT A protease: inhibitors of Botulinum neurotoxin A light chain protease; AID 588499; 360,000 compounds, 0.17% hits; multiplex microsphere protease substrate cleavage, flow cytometry; inhibition, % at 10 µM; further: plate controls were buffer without enzyme for full effect and enzyme alone for no effect
BoNT-F LC inh: BoNT F light chain protease inhibition | Multiplex microsphere protease cleavage assay, flow cytometry | inhibition, % at 10 µM | 360,000 compounds, 0.22% hits; in the data active means inhibition above about 35%, passing the limit was not always enough; inconclusive means no clear call, values can overlap the other calls; further: plate controls were buffer without enzyme for full effect and enzyme alone for no effect
TcdB GH inh: TcdB glycohydrolase inhibition. TcdB glycohydrolase enzymatic assay, plate reader. inhibition, % at 9.99 µM. P18177. 350,000 compounds, 0.24% hits; in the data active means inhibition above about 10%
Target sequence (P18177 whole entry, looked up): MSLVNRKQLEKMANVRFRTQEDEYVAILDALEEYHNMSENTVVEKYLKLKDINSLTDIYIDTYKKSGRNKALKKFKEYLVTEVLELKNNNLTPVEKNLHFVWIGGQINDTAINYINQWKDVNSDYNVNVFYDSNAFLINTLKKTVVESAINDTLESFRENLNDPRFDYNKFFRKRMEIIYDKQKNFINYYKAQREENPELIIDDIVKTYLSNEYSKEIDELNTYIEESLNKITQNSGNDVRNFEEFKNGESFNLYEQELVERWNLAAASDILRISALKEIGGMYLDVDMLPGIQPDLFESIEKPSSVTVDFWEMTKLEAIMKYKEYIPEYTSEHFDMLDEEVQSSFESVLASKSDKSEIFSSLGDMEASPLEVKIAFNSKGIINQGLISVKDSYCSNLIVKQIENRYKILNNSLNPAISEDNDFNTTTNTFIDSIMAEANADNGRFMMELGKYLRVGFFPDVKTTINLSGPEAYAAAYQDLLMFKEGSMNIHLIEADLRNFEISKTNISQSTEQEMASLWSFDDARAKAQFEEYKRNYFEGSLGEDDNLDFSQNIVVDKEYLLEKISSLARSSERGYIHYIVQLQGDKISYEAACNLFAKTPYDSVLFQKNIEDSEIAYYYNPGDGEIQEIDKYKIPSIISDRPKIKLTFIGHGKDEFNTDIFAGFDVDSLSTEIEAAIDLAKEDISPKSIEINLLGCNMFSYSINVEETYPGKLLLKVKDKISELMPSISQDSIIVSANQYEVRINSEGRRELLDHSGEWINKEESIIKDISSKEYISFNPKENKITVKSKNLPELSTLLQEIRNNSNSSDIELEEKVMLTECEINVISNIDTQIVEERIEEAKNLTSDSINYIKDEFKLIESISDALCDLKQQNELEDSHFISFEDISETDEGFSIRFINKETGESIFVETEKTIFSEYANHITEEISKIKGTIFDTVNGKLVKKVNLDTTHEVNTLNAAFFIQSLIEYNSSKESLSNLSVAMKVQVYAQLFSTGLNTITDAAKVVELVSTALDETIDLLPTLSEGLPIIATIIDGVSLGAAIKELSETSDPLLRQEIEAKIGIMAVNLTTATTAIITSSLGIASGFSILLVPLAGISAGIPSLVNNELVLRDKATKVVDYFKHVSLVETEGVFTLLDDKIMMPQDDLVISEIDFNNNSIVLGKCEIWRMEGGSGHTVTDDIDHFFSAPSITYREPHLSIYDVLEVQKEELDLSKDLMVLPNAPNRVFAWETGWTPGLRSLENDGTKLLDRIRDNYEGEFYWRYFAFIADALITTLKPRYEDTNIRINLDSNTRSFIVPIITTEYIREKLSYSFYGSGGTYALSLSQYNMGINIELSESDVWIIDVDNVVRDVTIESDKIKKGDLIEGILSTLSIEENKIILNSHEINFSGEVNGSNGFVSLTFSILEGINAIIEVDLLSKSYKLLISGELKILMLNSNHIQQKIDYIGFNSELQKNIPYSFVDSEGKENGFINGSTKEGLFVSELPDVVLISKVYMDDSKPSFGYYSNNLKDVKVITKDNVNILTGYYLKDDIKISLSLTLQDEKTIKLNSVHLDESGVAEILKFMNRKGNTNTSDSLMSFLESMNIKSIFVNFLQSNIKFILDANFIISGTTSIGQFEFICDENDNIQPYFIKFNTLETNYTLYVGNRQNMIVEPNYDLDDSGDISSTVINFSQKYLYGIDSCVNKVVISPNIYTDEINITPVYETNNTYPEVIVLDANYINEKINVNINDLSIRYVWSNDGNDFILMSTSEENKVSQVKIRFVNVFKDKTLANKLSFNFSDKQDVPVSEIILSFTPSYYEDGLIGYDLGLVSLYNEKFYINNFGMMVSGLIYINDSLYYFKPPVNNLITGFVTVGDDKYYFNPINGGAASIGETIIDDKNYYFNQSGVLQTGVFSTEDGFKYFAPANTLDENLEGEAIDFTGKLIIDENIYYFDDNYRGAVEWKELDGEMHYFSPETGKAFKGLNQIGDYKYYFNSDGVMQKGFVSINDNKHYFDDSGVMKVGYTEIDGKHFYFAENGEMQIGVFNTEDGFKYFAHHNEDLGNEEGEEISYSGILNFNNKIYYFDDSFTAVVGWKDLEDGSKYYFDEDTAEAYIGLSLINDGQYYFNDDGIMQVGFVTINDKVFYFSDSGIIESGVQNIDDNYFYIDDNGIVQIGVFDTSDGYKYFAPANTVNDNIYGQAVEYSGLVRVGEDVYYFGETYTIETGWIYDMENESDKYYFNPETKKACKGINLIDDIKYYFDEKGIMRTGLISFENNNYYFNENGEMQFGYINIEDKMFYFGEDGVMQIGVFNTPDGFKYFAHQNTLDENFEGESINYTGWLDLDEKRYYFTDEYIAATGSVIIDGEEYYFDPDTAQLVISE
PrPC surface inh: reduces human prion protein on the cell surface | P04156 | cell surface PrPC, TR-FRET read-out | inhibition, % at 13.8 µM | 370,000 compounds, 0.43% hits | AID 720596; in the data active means inhibition above about 24%; further: 0% = median of the test wells and 100% = reference compound wells
Yp Topo-I inh: blocks Yersinia pestis topoisomerase I activity. Y. pestis Topo-I cleavage product accumulation, plate reader. activity, % at 10 µM. 360,000 compounds, 0.064% hits; in the data active means activity above about 50%, passing the limit was not always enough; inconclusive means no clear call, values can overlap the other calls; further: inactives centre near 2
PfHsp40 yeast: restores yeast growth despite PfHsp40 toxicity; AID 504582; growth rescue, % at 12.5 µM; 340,000 compounds, 0.68% hits; S. cerevisiae expressing PfHsp40, growth rescue, ATP luminescence; in the data active means growth rescue above about 28%, passing the limit was not always enough; inconclusive means no clear call, values can overlap the other calls;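 further: yeast W303a lacking pdr1 and pdr3 grown in galactose medium; growth measured after three days at 30 °C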
Anthrax LF prot: blocks Bacillus anthracis lethal factor protease | 360,000 compounds, 0.12% hits | multiplex microsphere protease cleavage assay, LF | inhibition, % at 10 µM | AID 588501; further: plate controls were buffer without enzyme for full effect and enzyme alone for no effect
CCHFV vOTU inh: CCHFV vOTU protease inhibition; Pep-AMC fluorescence; inhibition, % at 11.5 µM; 370,000 compounds, 0.55% hits; AID 651958; in the data active means inhibition above about 30%; further: 0% = vehicle wells with enzyme and 100% = no enzyme wells
Numbers without * were called inactive; ? = inconclusive; / = no result given; & = joins results of further samples. Unless noted, no stated cut-off is given here; in the data, active means inhibition above about 30%; inconclusive means no clear call, values can overlap the other calls; inactive means below that.

SMILES	FadD28 binding	BoNT A protease	BoNT-F LC inh	TcdB GH inh	PrPC surface inh	Yp Topo-I inh	PfHsp40 yeast	Anthrax LF prot	CCHFV vOTU inh
O=C(Cc1csc(Nc2nc(=S)[nH]c3ccccc23)n1)NCCCN1CCN(c2ccccc2F)CC1	-1.0	1.3	-2	1.1	0	5	0.8	-4	17
Cc1ccc(N2C(N)=C(C#N)C3(C(=O)N(C)c4ccccc43)C3=C2CC(C)(C)CC3=O)cc1Cl (stereo not given)	-2.8	0.5	-3	/	-4	20	-1.1	-1	-4
Cc1ccccc1Nc1nc(N)nc(COC(=O)c2cccn2C)n1	-1.7	1.5	4	/	-7	-7	-1.3	8	-4
N#Cc1cccc(NC(=O)c2cc(C3CCCCN3C(=O)C3CC3)on2)c1 (stereo not given)	-1.5	0.4	6	2.1	5	0	/	2	6
CCCCn1nc2cc(C(=O)NCc3ccc(OC(F)(F)F)cc3)ccc2c1OC	-0.9	-0.7	-4	0.7	2	-3	-1.0	-10	-24
CC[C@@]1(O)C(=O)OCc2c1cc1n(c2=O)Cc2cc3c(N)cccc3nc2-1	1.0	0.1	-3	-0.5	10	0	0.0	8	5
O=C1C=C(Nc2cccc3cccnc23)c2ccccc2C1=O	5.3	3.8	-10	-0.4	-18	-12	-1.0	3	38*
CC(=O)OC1C=CC2[C@H]3Cc4ccc(O)c5c4[C@@]2(CCN3C)C1O5 (stereo not given in full)	-0.3	-1.2	-3	-0.7	3	2	-0.7	-8	2
CC(=O)Nc1ccccc1OCC(=O)NCCC1=CCCCC1	-1.3	-0.6	-1	-0.7	4	-6	-0.9	-6	-13
COCCNC(=O)CCCn1c(=O)c2cc(OC)c(OC)cc2n(CC(=O)c2cccc(OC)c2)c1=O	-1.2	-0.1	5	1.2	-2	8	-0.4	-5	-4
Cc1cc(C)cc(NC(=O)C(Nc2ccccc2)c2ccccc2)c1 (stereo not given)	-4.0	-0.7	-3	1.7	0	2	3.0	-1	6
COc1ccc(CC(=O)Nc2nc3ccccc3[nH]2)cc1	-2.9	-0.5	4	-0.5	1	5	-2.0	-3	13
Cc1ccc(S(=O)(=O)NC2=C(N3CCN(Cc4ccccc4)CC3)C(=O)c3ccccc3C2=O)cc1	1.2	0.7	-20	0.8	-27	3	-1.1	-11	6
Cc1ccc(/C(=N\S(=O)(=O)c2ccc(Br)cc2)Nc2ccccc2C)cc1	/	0.7	6	-0.1	-6	20	0.2	1	-11
Cn1nnnc1SCCNCc1cccnc1	1.0	-0.1	4	/	-4	-6	0.3	-3	-2
O=C(CCN1C(=O)[C@H]2CC=CC[C@H]2C1=O)NCc1nc(-c2ccccc2)no1	-2.3	0.2	2	0.7	-1	-5	-1.5	0	7
CC(C)Cc1nnc(NC(=O)CCC(=O)N2CCN(S(=O)(=O)c3ccccc3)CC2)s1	-0.4	-0.1	9	/	4	8	-1.9	0	2
O=C(CNS(=O)(=O)c1ccccc1F)NNC(=O)c1ccc(Br)cc1	-1.2	5.3	2	1.7	-2	-3	/	0	5
COc1ccccc1S(=O)(=O)N(C)C[C@@H]1OCc2cn(nn2)CCCC(=O)N([C@H](C)CO)C[C@H]1C	-0.4	-0.6	5	1.3&0.0	5	1	/	3	-2
C=CCNC(=O)COc1ccc(S(=O)(=O)N2CCCC2)cc1	1.8	0.0	-5	-0.2	3	0	-1.1	4	-3
CC1(C)Cc2c(c(N3CCOCC3)nc3sc4c(NCC5CCCO5)nnnc4c23)CS1 (stereo not given)	-4.1	-4.3	?	1.0	5	1	0.8	-8	-1
Cc1ccc(NC(=S)NCCc2ccccc2)c(C)c1	-3.0	-0.6	0	/	5	1	21	-1	10
COC(=O)[C@H](C)NC(=O)Nc1ccccc1C(F)(F)F	-3.0	-0.3	-4	/	1	5	-1.3	2	-13
Cc1nonc1NC(=O)CSc1nc2c(C)cccc2cc1C#N	-0.9	0.3	-4	/	5	-5	-0.6	0	-7
COc1ccc2c(c1OC)C(=O)OC2c1c(O)n(C2CCCCC2)c(=O)[nH]c1=O (stereo not given)	0.5	-1.0	1	/	-2	1	-0.7	1	-1

Full records as entered above.
`N#Cc1cccc(NC(=O)c2cc(C3CCCCN3C(=O)C3CC3)on2)c1` (stereo not given) reads FadD28 binding: -1.5; BoNT A protease: 0.4; BoNT-F LC inh: 6; TcdB GH inh: 2.1; PrPC surface inh: 5; Yp Topo-I inh: 0; PfHsp40 yeast: /; Anthrax LF prot: 2; CCHFV vOTU inh: 6
`Cc1ccc(S(=O)(=O)NC2=C(N3CCN(Cc4ccccc4)CC3)C(=O)c3ccccc3C2=O)cc1` reads FadD28 binding: 1.2; BoNT A protease: 0.7; BoNT-F LC inh: -20; TcdB GH inh: 0.8; PrPC surface inh: -27; Yp Topo-I inh: 3; PfHsp40 yeast: -1.1; Anthrax LF prot: -11; CCHFV vOTU inh: 6

The listing continues.
SMILES	FadD28 binding	BoNT A protease	BoNT-F LC inh	TcdB GH inh	PrPC surface inh	Yp Topo-I inh	PfHsp40 yeast	Anthrax LF prot	CCHFV vOTU inh
C[C@@H]1CN([C@H](C)CO)C(=O)CCCn2nncc2CO[C@H]1CN(C)Cc1cccc(C(=O)O)c1	1.6	-0.3	7	-13&0.4	10	-7	/	-2	9
CCn1c(SCC(=O)NCC2CCCO2)nnc1-c1ccc(S(=O)(=O)N2CCN(C)CC2)cc1 (stereo not given)	-2.9	-0.1	-1	0.5	-4	-1	0.5	-3	7
CCc1sc(C(=O)N2CCN(S(C)(=O)=O)CC2)cc1Br	0.0	-2.0	0	1.1	/	-3	-0.6	0	/
COc1ccc(CN=Cc2[nH]c3ccc(Br)c(Cl)c3c2O)cc1	-2.6	4.4	-10	/	-16	-1	0.8	-1	5
C=CCn1cc(C(=O)OC)c(=O)c2cc(S(=O)(=O)N3CCC(C)CC3)ccc21	-0.3	0.6	2	/	-3	-2	0.5	3	4
COc1cc(C(=O)OCC(=O)c2cc(C)n(CC3CCCO3)c2C)cc(OC)c1C (stereo not given)	-3.0	-1.0	-11	0.4	-1	16	1.0	2	2
CC(C)Cc1ccc(C(C)NC(=O)c2ccc(=O)[nH]c2)cc1 (stereo not given)	-5.0	-0.2	-7	-0.5	10	-9	-0.4	-1	0
O=C(NCCc1c[nH]c2ccccc12)C(=O)NCC(c1cccnc1)N1CCN(c2ccccc2)CC1 (stereo not given)	-3.0	-0.7	-4	-1.6	5	-5	-0.2	-4	12
COC(=O)[C@]1(C)N[C@H](CN(C)C(=O)Nc2ccc(F)cc2)[C@@H]2C(=O)N(C)C(=O)[C@@H]21	2.8	-0.4	1	0.1	7	4	-1.0	-6	-4
COc1ccc(-c2c([C@H]3[C@H]4C=CC[C@@H](C)[C@@H]4C(=O)N3Cc3ccccc3)ccc3ccccc23)cc1	-2.8	-1.4	-3	/	7	8	-0.4	0	4
CC(C)(C)[C@H]1CCC(=O)N([C@H](CC#N)Cc2ccccc2)CC1	-5.0	0.0	-1	0.8	-1	16	-0.1	7	15
CCC(NS(=O)(=O)c1ccc(C)cc1)C(=O)Nc1ccc(NC(C)=O)cc1 (stereo not given)	-2.6	0.0	2	/	-1	-5	-1.5	1	14
Cc1cc(NC(=O)c2cc(-c3ccco3)on2)no1	-4.0	-0.1	-1	/	-4	-4	0.1	-2	-6
C=CCOc1c2ccc(C(=O)NCc3ccccc3OC)cc2nn1C	1.6	-0.2	-7	1.4	-9	3	-1.0	9	-12
Cn1c(Cc2nc(-c3cnccn3)no2)nnc1SCC(=O)Nc1ccccc1	-2.7	?	?	1.0	0	-11	0.2	-9	-7
O=C(N/C(=C\c1ccco1)C(=O)N1CCCCC1)c1ccc([N+](=O)[O-])cc1	-0.6	0.7	8	0.5	2	-1	-0.4	-4	6
COC(=O)C1CCN(C(=O)Cn2nnc(-c3ccccc3)n2)CC1	-1.8	-2.1	2	0.5	0	7	0.1	-3	-1
CCCCNC(=O)COC(=O)CNC(=O)c1cc(Cl)cc([N+](=O)[O-])c1	-4.5	0.9	-5	1.8	-14	-7	0.0	1	-10
COc1ccc2cc(S(=O)(=O)Nc3ccccn3)ccc2c1	-2.3	1.6	5	0.9	4	2	-1.1	1	15
COc1ccccc1NC(=O)c1ccc(S(=O)(=O)N(C)c2ccccc2)cc1	-1.9	0.0	-14	1.2	6	18	1.4	-2	15
COc1cccc(C2/C(=C(\O)c3ccc4c(c3)OCCO4)C(=O)C(=O)N2c2nnc(C)s2)c1 (stereo not given)	-3.1	/	/	0.4	-2	-3	-0.5	/	2
COc1ccc(-c2cc3nc(-c4ccccc4)cc(N4CCN(C(=O)c5ccccc5)CC4)n3n2)cc1	-3.3	-0.2	-4	1.3	-9	26	/	-8	-73
Cc1cc(=O)oc2cc(OCC(=O)NCCN3CCOCC3)ccc12	-3.9	1.1	4	1.4	0	0	2.2	1	-2
O=C(C1=C(O)C(=O)N(CCN2CCOCC2)C1c1ccc(F)cc1)c1cccs1 (stereo not given)	-4.1	3.3	18	-4.6	7	4	0.8	-3	-3
CC(c1ccco1)N(C(=O)c1ccccc1NS(=O)(=O)c1ccc(Cl)c([N+](=O)[O-])c1)c1ccccn1 (stereo not given)	0.5	3.4	7	-0.3	-8	-4	0.4	1	18
C=CCSc1nnc(N2C(=O)C(O)=C(C(=O)c3ccco3)C2c2ccc(F)cc2)s1 (stereo not given)	-0.6	0.4	10	-0.6	2	-9	0.3	0	22
Cc1csc(NC(=O)CSc2nnc(-c3ccc(S(=O)(=O)N4CCCC4)cc3)o2)n1	-0.5	0.0	-5	-1.1	/	5	1.4	-1	/
COc1ccc(NC(=O)CSc2nnc(-c3cccs3)n2-c2ccccc2)cc1	-4.8	-0.3	4	/	-6	33	0.7	3	-13

Among those listed so far, 7 have an aryl thioether with sulfur outside any ring:
SMILES	FadD28 binding	BoNT A protease	BoNT-F LC inh	TcdB GH inh	PrPC surface inh	Yp Topo-I inh	PfHsp40 yeast	Anthrax LF prot	CCHFV vOTU inh
Cn1nnnc1SCCNCc1cccnc1	1.0	-0.1	4	/	-4	-6	0.3	-3	-2
Cc1nonc1NC(=O)CSc1nc2c(C)cccc2cc1C#N	-0.9	0.3	-4	/	5	-5	-0.6	0	-7
CCn1c(SCC(=O)NCC2CCCO2)nnc1-c1ccc(S(=O)(=O)N2CCN(C)CC2)cc1 (stereo not given)	-2.9	-0.1	-1	0.5	-4	-1	0.5	-3	7
Cn1c(Cc2nc(-c3cnccn3)no2)nnc1SCC(=O)Nc1ccccc1	-2.7	?	?	1.0	0	-11	0.2	-9	-7
C=CCSc1nnc(N2C(=O)C(O)=C(C(=O)c3ccco3)C2c2ccc(F)cc2)s1 (stereo not given)	-0.6	0.4	10	-0.6	2	-9	0.3	0	22
Cc1csc(NC(=O)CSc2nnc(-c3ccc(S(=O)(=O)N4CCCC4)cc3)o2)n1	-0.5	0.0	-5	-1.1	/	5	1.4	-1	/
COc1ccc(NC(=O)CSc2nnc(-c3cccs3)n2-c2ccccc2)cc1	-4.8	-0.3	4	/	-6	33	0.7	3	-13
